TGFb SMAD3 inh = qHTS for Inhibitors of TGF-b. HepG2 CAGA-GFP TGF-b/SMAD3 reporter, GFP fluorescence, 18 h; TGF-beta stimulated, 500 pg/mL final. Potency, µM (doses to about 46.1 µM), for the others: top-dose activity, negative = inhibition, most hits filed as inhibitors. 410,000 tested, 1.2% active. AID 588855, 2011; note: potency is the fitted concentration of half-maximal effect; % is set by controls: 0 for no effect and ±100 for the full control effect; nearly all actives have a fitted effect of over 65% in size
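HEPG2 CAGA-GFP cells (1000/well, DMEM with 1% FBS) were pre-incubated 2 h at 37 degrees C, given compound by pin tool, then stimulated with TGF-beta at 500 pg/mL final for 18 h before per-cell GFP fluorescence imaging.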
EPAC2 ag = qHTS for Agonist of cAMP-regulated guanine nucleotide exchange factor 4 (EPAC2): primary screen | AID 720711, 2013 | 360,000 tested, 0.079% active | Potency, µM (highest dose often 154 µM), for inactives: at the top dose activation, hits mostly activators | EPAC2 activation, biochemical qHTS; response scale: 100% = 6.5 mM cAMP response; note: potency is the fitted concentration of half-maximal effect; nearly all actives have a fitted effect of over 50% in size
Target sequence (Q8WZA2 whole entry, looked up): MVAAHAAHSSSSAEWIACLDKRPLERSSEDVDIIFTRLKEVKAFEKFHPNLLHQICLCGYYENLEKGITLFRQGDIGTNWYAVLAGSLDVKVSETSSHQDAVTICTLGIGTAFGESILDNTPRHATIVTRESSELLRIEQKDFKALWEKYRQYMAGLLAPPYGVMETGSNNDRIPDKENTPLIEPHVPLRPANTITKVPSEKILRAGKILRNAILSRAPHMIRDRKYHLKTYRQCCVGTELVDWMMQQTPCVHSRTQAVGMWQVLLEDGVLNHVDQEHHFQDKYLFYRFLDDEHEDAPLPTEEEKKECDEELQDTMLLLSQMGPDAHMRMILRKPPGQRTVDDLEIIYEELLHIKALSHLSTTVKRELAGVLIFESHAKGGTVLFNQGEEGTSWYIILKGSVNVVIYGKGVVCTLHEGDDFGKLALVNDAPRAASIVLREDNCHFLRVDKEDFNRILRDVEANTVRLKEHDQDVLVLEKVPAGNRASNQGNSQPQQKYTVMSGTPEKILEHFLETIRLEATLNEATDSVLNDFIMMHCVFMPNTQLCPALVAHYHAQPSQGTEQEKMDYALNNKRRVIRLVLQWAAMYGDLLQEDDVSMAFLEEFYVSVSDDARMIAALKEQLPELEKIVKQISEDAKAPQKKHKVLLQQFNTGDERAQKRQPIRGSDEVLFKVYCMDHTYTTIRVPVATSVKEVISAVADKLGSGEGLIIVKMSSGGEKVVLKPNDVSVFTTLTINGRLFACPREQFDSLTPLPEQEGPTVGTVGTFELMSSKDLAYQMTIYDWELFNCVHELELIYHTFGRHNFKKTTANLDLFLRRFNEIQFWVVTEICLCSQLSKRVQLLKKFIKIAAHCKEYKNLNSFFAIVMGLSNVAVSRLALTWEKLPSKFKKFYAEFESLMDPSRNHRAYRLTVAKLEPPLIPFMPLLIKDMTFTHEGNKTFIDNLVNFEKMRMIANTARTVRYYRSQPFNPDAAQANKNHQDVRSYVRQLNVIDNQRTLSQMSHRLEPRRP
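qHTS, titration series. 100 nM EPAC2 / 250 nM Rap1B-BODIPY-GDP / 50 uM GDP; RT; ex 480/em 540 nm, 5-min reads to 30 min. Norm. to 6.5 mM cAMP = activation.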
HepG2 tox = qHTS for Inhibitors of TGF-b: Cytotox Counterscreen; 410,000 tested, 0.76% active; HepG2 CAGA-GFP viability, ATP luminescence, 18 h; AID 588856, 2011; Potency, µM (top dose mostly 46.1 µM), inactives show at the highest dose activity change, negative = cytotoxicity, usual class: cytotoxic; note: potency is the fitted concentration of half-maximal effect; some results filed as inactive show a strong effect at the top dose
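CellTiter-Glo luminescence gave cytotoxicity after 18 hours at 37 degrees C. The cells were HepG2 CAGA-GFP in 1% FBS DMEM, stimulated with 500 pg/mL TGF-beta after compound addition. %Activity was normalised to no-cell wells (complete cell-killing) and DMSO (no toxicity), and curves were fitted and classified.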
IL-2 act = qHTS of IL-2 Activators. IL-2 activation reporter assay, cell-based qHTS; stimulated with anti-CD3/CD4/CD28 beads; in transgenic mouse T cells. activation, % (series mostly up to about 46 µM). 360,000 tested, 0.065% active. AID 652025, 2013; in the data active = activation above about 50%; inconclusive = mostly about 30% to 49%; note: 0% is about no effect
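Readout: EGFP and DsRed signals by fluorescent plate cytometry. Unstimulated transgenic mouse T cells received compound 60 min before antibody-bead stimulation, then incubated 18 h at 37 degrees C.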
A549 viability = Nrf2 qHTS screen for inhibitors: counterscreen for cytotoxicity; A549 ARE-Fluc cells, CellTiter-Fluor viability, 18-24 h; Potency, µM (top dose mostly 46 µM), for the others: top-dose activity change, negative = cytotoxicity, most hits filed as inhibitors; 390,000 tested, 0.16% active; AID 504648, 2011; note: potency is the fitted concentration of half-maximal effect; % is set by controls: 0 for no effect and ±100 for the full control effect
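A549 ARE_Fluc cells in 5% FBS OPTI-MEM were exposed to compounds in concentration-response for 18-24 h at 37 deg C. Viability was read by CellTiter-Fluor fluorescence (Ex 405/Em 525) after 30 min, before the luciferase read.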
Nrf2 ARE act = qHTS of Nrf2 Activators; AREc32 ARE-luciferase reporter (MCF7-derived line), luminescence, 24 h; Potency, µM (series often up to 46.1 µM), without a hit: at the top dose activation, hits mostly activators; 410,000 tested, 0.31% active; note: potency is the fitted concentration of half-maximal effect; % of control where 0% means no effect; nearly all actives have a fitted effect of over 65% in size
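For detection, Steady-Glo was added and plates sat 30 min at RT; before that, AREc32_Fluc cells grown overnight in OPTI-MEM/5% FBS had been treated with 23 nL compound for 24 hr at 37 deg C.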
Nrf2 block = Nrf2 qHTS screen for inhibitors; A549 ARE-Fluc reporter, luciferase luminescence, 18-24 h; Potency, µM (titrated, usually from 46 µM), for inactives: top-dose activity change, negative = inhibition, usual class: inhibitors; 360,000 tested, 2.1% active; note: potency is the fitted concentration of half-maximal effect; % is set by controls: 0 for no effect and ±100 for the full control effect; nearly all actives have a fitted effect of over 60% in size
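Quantitative HTS in A549 cells stably bearing an antioxidant response element-firefly luciferase construct. Inhibition of Nrf2-driven transcription was scored by luminescence after 18-24 h of compound exposure at 37 °C.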
ATXN2 expr inh = Primary qHTS for Inhibitors of ATXN expression; HEK-293 ATXN2-luciferase reporter, luminescence, 24 h; 360,000 tested, 0.72% active; Potency, µM (series often up to 57 µM), without a hit: at the highest dose activity change, negative = inhibition, actives largely listed as inhibitors; AID 1745845, 2022; note: potency is the fitted concentration of half-maximal effect; % is set by controls: 0 for no effect and ±100 for the full control effect; nearly all actives have a fitted effect of over 55% in size
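ATXN2-luciferase reporter cells (luciferase flanked by upstream and downstream ATXN2 gene portions) were treated 24 h at 37 °C with compounds at up to 57 uM. SteadyGlo luminescence gave expression; GF-AFC fluorescence gave viability.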
S2 tox = Viability Counterscreen for Primary qHTS for Inhibitors of ATXN expression | Potency, µM (series often up to 56.7 µM), most hits filed as cytotoxic | 400,000 tested, 0.49% active | S2 cells (HEK-293 line with an ATXN2-luciferase reporter) viability, CellTiter-Fluor protease fluorescence, 24 h | AID 651635, 2014; note: potency is the fitted concentration of half-maximal effect; nearly all actives have a fitted effect of over 40% in size
Active calls of the source: *; i = inactive; ? = inconclusive; / = not tested or not shown; [ ] = another dose, or the depositor's remark. Unless noted, calls come from the whole dose curve; as a rule, active = well fitted curve in the direction sought with a large enough effect; inconclusive = small, poorly fitted or top-dose-only effect, or another doubt; inactive = no such curve, though single readings can be large; an effect the other way counts as inactive or inconclusive. Hits appear at their usual frequency (roughly 4.3% active in at least one column).

entry	Molecule	TGFb SMAD3 inh	EPAC2 ag	HepG2 tox	IL-2 act	A549 viability	Nrf2 ARE act	Nrf2 block	ATXN2 expr inh	S2 tox
1	CCCS(=O)(=O)c1nc(S(=O)(=O)c2ccc(C)cc2)c(N2CCc3ccccc3C2)s1	-9%	13%	7%	-3.0	14%	4.6%	-6%	-10%	i
2	COc1cccc(N2CC(NC(=O)c3ccc4ccccc4c3)CC2=O)c1 (stereo not given)	-10%	-5%	-12%	-3.3	-6%	0.8%	-19%	-13%	i
3	CC(=O)Nc1cncc(-c2ccccc2CO)n1	3%	-2%	3%	0.6	/	-1.0%	/	6%	i
4	CN(c1cccc(NC(=O)CN(c2ccc(F)cc2)S(C)(=O)=O)c1)S(C)(=O)=O	5%	7%	-9%	0.1	6%	0.2%	-22%	-16%	i
5	CC(C)[C@H](N)c1nnc(SCC(=O)c2ccc(Cl)cc2)o1	-17%	13%	-4%	-3.4	1%	-0.2%	-23%	0%	i
6	O=C(COC(=O)c1ccc(Cl)c(S(=O)(=O)N2CCCCC2)c1)NCc1ccco1	1%	6%	-1%	-4.4	15%	0.3%	21%	-13%[11.3 µM]	i
7	Nc1nc(SC2c3cccc4cccc(c34)C2NS(=O)(=O)c2ccccc2)n[nH]1 (stereo not given)	-1%	-3%	4%	-0.6	-4%	2.7%	10%	1%	i
8	Cc1ccc(-n2c(-c3cccnc3)n[nH]c2=S)c(C)c1	9%	8%	-6%	5.7	-2%	0.2%	-13%	/	/
9	CCOCCc1nnc(NC(=O)C2CC(=O)N(CCc3ccc(F)cc3)C2)s1 (stereo not given)	0%	3%	-3%	-0.6	6%	-0.2%	-15%	-2%	i
10	CCNC(=S)Nc1ccc(C)c(S(=O)(=O)Nc2ccccc2OC)c1	1%	-1%	13%	-1.5	-6%	0.2%	-26%	-7%	i
11	Cc1ccc2nc(N3CCN(C(=O)c4ccco4)CC3)sc2c1	7%	10%	-6%	0.4	-7%	3.8%	6%	45%[activator]	i
12	Cc1nnsc1NC(=O)OCC(C)C	-6%	1%	0%	-0.3	-1%	-0.5%	-8%	0%	i
13	CC(C)N1CC2(CC(c3ccc(Cl)cc3Cl)=NO2)CN1C(=O)c1ccc(C(C)(C)C)cc1 (stereo not given)	-3%	-7%	-2%	0.7	/	-0.1%	/	8%	i
14	O=C(CN1C(=O)CSc2ccc(S(=O)(=O)N3CCCC3)cc21)NCc1ccc(Cl)cc1	-26%	/	-13%	/	-5%	0.3%	-23%	/	/
15	CCOc1ccc(C(=O)NCCC(=O)N2CCC3(CC2)NCCc2[nH]cnc23)cc1OCC	-2%	3%	2%	-3.7	-10%	0.3%	13%	3%	i
16	O=C(Nc1ccc2nc(-c3ccco3)c(-c3ccco3)nc2c1)N1CCN(c2ccccn2)CC1	-3%	2%	-3%	-2.3	?	4.5%	-55%	-28%	i
17	O=C(CSCc1c(Cl)cccc1Cl)NN1C(=O)c2ccccc2C1=O	10%	4%	3%	-1.3	-1%	-0.1%	/	16%	i
18	COc1cccc(CN(C)C(=O)c2ccc(NS(=O)(=O)c3ccc(F)cc3)cc2)c1OC	-17%	4%	-17%	1.2	3%	0.0%	-16%	-9%	i
19	CC1(C(=O)c2ccccc2)C2c3c(ccc4ccccc34)OC(=O)C21C(=O)N1CCOCC1 (stereo not given)	0%	-2%	3%	-0.3	-1%	-0.7%	8%	1%	i
20	COc1ccc(C(C#N)(CC(=O)O)c2cnccn2)cc1OC (stereo not given)	6%	0%	3%	-0.5	4%	-0.8%	2%	2%	i
21	COc1ccc(CCNC(=O)COC(=O)CCC(=O)c2cccs2)cc1OC	18%	2%	6%	-0.2	-2%	-0.2%	-3%	-4%	i
22	N#Cc1c(N)c(C(=O)c2ccc(Br)cc2)n2c1CCC2	-34%	8%	-5%	-0.1	-12%	-0.1%	-2%	-8%	i
23	N#CN=c1snc(-c2ccccc2Cl)n1-c1ccccc1Cl	?	/	2%	/	-3%	/	18%	/	/
24	Cc1ccc2nc(S(=O)(=O)O)[nH]c2c1	-10%	5%	7%	-2.3	-8%	-0.6%	14%	-2%	i
25	O=C(CN1C(=O)c2cccnc2Sc2ccccc21)Nc1cc(F)ccc1F	-31%	/	-15%	/	7%	4.9%	?	1%	i
26	O=C(NCCc1ccccc1)c1n[nH]c2ccccc12	-7%	5%	1%	-3.9	2%	3.4%	?	/	i
27	CCc1nn(CC(=O)NCCCN2CCOCC2)c(=O)c2cc3c(OC)cccc3n12	-2%	12%	2%	-2.5	7%	-0.4%	-4%	6%	i
28	Brc1cccc(-c2cnco2)c1	3%	7%	-1%	-0.6	2%	-0.1%	0%	-2%	i
29	CC(C)NC(=O)c1nn(C)c2c1CS(=O)(=O)c1ccccc1-2	-2%	/	11%	/	-3%	0.3%	-8%	8%	i
30	COc1cccc(CN2CC(O)=C(c3nc(-c4ccc(Cl)cc4)cs3)C2=N)c1	-5%	6.3µM*	18%	1.6	-6%	4.0%	15%	-28%	i
31	CCSc1nnnn1-c1ccccc1	18%	-6%	-4%	-0.5	-7%	5.5%	0%	5%	i
32	CCOc1cccc2sc(N(Cc3cccnc3)C(C)=O)nc12	-23%	/	-35%	/	8%	4.5%	/	/	/
33	COc1ccc2nc(NC(=O)c3nc(SCc4ccc(F)cc4)ncc3Cl)sc2c1	-1%	/	-2%	/	-3%	0.3%	22%	5%	i
34	COc1ccccc1CNC(=O)c1ccc(CS(=O)Cc2cccc(Cl)c2)o1 (stereo not given)	-2%	4%	-8%	0.8	1%	-0.1%	10%	/	i
35	COC(=O)c1cn(-c2ccccc2)nc1C(=O)OC	25%	1%	1%	-1.3	-4%	1.8%	7%	7%	i
36	Cc1c(/C=N/NC(N)=O)c2ccccn2c1C(=O)c1ccc(F)cc1	8%	-25%	1%	?	-21%	8.9%	?	-5%	i
37	CCC(=O)Nc1nnc(SCC(=O)c2ccc3c(c2)Cc2ccccc2-3)s1	1%	6%	0%	-0.2	-8%	-0.3%	?	76%[activator]	i
38	CC1=C(c2ccc(C(C)C)cc2)S(=O)(=O)N=C1N1CCN(c2ccc(F)cc2)CC1	-8%	/	-8%	/	0%	-1.3%	10%	/	/
39	CCc1cccc(NC(=O)CN2C(=O)CCc3cc(S(=O)(=O)N4CCOCC4)ccc32)c1	-26%	/	-12%	/	2%	8.1%	/	14%	i
40	COC(=O)c1sc(NC(=O)c2ccc(OC)cc2OC)nc1C	4%	2%	-39%	-3.5	?	-1.5%	?	2.2µM*	i

Reprinted at random: two records from the list, in no set order.
entry	Molecule	TGFb SMAD3 inh	EPAC2 ag	HepG2 tox	IL-2 act	A549 viability	Nrf2 ARE act	Nrf2 block	ATXN2 expr inh	S2 tox
32	CCOc1cccc2sc(N(Cc3cccnc3)C(C)=O)nc12	-23%	/	-35%	/	8%	4.5%	/	/	/
22	N#Cc1c(N)c(C(=O)c2ccc(Br)cc2)n2c1CCC2	-34%	8%	-5%	-0.1	-12%	-0.1%	-2%	-8%	i

Other entries.
entry	Molecule	TGFb SMAD3 inh	EPAC2 ag	HepG2 tox	IL-2 act	A549 viability	Nrf2 ARE act	Nrf2 block	ATXN2 expr inh	S2 tox
41	N#CC1=C(N)Oc2cc(Nc3ccccc3)ccc2C1c1ccncc1 (stereo not given)	-1%	15%	-31%	0.6	0%	13%	?	1%	i
42	O=C(O)C(O)c1ccco1 (stereo not given)	-22%	-3%	-16%	-3.1	-3%	-0.5%	0%	/	?
43	CCCCNC(=O)c1c[nH]c2ccc(S(=O)(=O)Nc3ccc(OCC)cc3)cc2c1=O	-10%	7%	-27%	1.8	8%	-0.5%	-14%	5%	i
44	COc1ccc(N(C)S(=O)(=O)c2cccc(C(=O)OC(C(=O)Nc3cc(C)cc(C)c3)c3ccccc3)c2)cc1 (stereo not given)	-6%	4%	2%	0.2	-2%	0.2%	-25%	5%	i
45	CC(=O)c1ccc(S(=O)(=O)Nc2cccc(-n3cnnn3)c2)cc1	3%	-5%	4%	-0.3	1%	11%	6%	1%	i
46	COC(=O)CCCCCNC(=S)Nc1ccc2[nH]c(=O)[nH]c2c1	15%	9%	8%	-1.1	1%	0.0%	11%	2%	i
47	CCCC(NC(=O)C(C)N1CCN(S(=O)(=O)c2ccccc2)CC1)c1ccccc1 (stereo not given)	?	-5%	4%	-0.3	1%	-0.2%	9%	-10%	i
48	CCOC(=O)C(NC(=O)Nc1ccc(O)cc1)(c1ccccc1)C(F)(F)F (stereo not given)	3%	-1%	7%	0.9	0%	-0.4%	2%	-7%	?
49	CCn1cc(S(=O)(=O)c2cc(C)cc(C)c2)c(=O)c2cc(F)c(N3CCOCC3)cc21	0%	/	5%	/	-1%	0.2%	?	/	/
50	O=C(NNC(=O)c1cc([N+](=O)[O-])ccc1Cl)c1cccnc1	-2%	2%	4%	-1.5	-2%	?	4%	6%	i
51	Cc1cccn2c(CNCCc3ccco3)c(C(=O)N3CCOCC3)nc12	0%	10%	-9%	-1.4	3%	-0.2%	5%	-1%	i
